HT29 cell growth-1 = HT29 colon tumor cell growth inhibition, primary screen, imaging, high content imaging, 24 h, CellTiter-Glo (AID 770); HT29 cell number by imaging, 24 h; active compounds read high; growth inhibition, % at 10 µM; 3,300 tested, under 10 active;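 active = growth inhibition above 90% in viable cell count at a single dose; inactive = growth inhibition below 90%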
AID772 = HT29 colon tumor cell growth inhibition, primary screen, imaging, high content imaging, 72 h, CellTiter-Glo (AID 772); 3,300 tested, 0.6% active; growth inhibition, % at 10 µM; HT29 cell growth, HCS imaging cell count, 72 h; active compounds read high;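 active = growth inhibition above 90%, meaning viable cell count cut by more than 90% versus vehicle controls; inactive = growth inhibition below 90%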
AID364 = cytotoxicity toward Jurkat T cells, primary screen, cell-based, Jurkat E6.1, NIH starter set (AID 364); inhibition, % at 4 µM, or CC50 in µM where a hit was titrated; Jurkat E6.1 viability, ATP luminescence, 48 h; higher % means a stronger effect; 3,300 tested, 2% active;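 active = concentration giving half-maximal inhibition at or below 20 micromolar; inactive = half-maximal concentration above 20 micromolar, or not dose tested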;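 note: 100% = cells treated with 4 µM doxorubicin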
HT29 cell growth-2 = HT29 colon tumor cell growth inhibition, primary screen, imaging, high content imaging, 48 h, CellTiter-Glo (AID 771); HT29 cell growth, HCS imaging cell count, 48 h; active compounds read high; growth inhibition, % at 10 µM; 3,300 tested, 2% active;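 active = growth inhibition above 90%, meaning viable cell count by imaging cut by more than 90% versus vehicle controls; inactive = growth inhibition below 90%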;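 note: percent fewer viable cells counted by imaging than vehicle controls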
A549 NSCLC growth = A549 NSCLC cell proliferation inhibitors – ATP luminescence, human non-small cell lung line, primary screen (AID 371) | A549 growth inhibition, ATP luminescence; active compounds read high | growth inhibition, % at 10 µM | 3,300 tested, 8.4% active;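 active = mean growth inhibition over the two runs of 50% or more; inactive = mean growth inhibition under 50%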;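 note: compound exposure lasted 72 h before the ATP read; 0% = untreated cell signal and 100% = no luminescence left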
HT29 cell growth-1 condensed nuclei = second read-out of HT29 cell growth-1, no call of its own (marks repeat the call); condensed nuclei, %; measured here: percent cells with condensed nuclei;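 share of cells whose nuclear area falls below control median minus 1.5 SD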
HT29 cell growth-1 ATP viability = further read-out of HT29 cell growth-1, marked with its call; growth inhibition, %; measured here: ATP CellTiter-Glo viability
HT29 cell growth-2 condensed nuclei = further read-out of HT29 cell growth-2, marked with its call; condensed nuclei, %; measured here: percent cells with condensed nuclei;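 condensed means Hoechst nuclear area under control median minus 1.5 SD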
HT29 cell growth-2 ATP viability = further read-out of HT29 cell growth-2, marked with its call; growth inhibition, %; measured here: ATP CellTiter-Glo viability inhibition
AID772 condensed nuclei = recorded beside AID772, whose call it bears; condensed nuclei, %; measured here: percent cells with condensed nuclei;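 condensed means nuclear area below control median minus 1.5 SD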
AID772 second = also measured in AID772; calls as there; growth inhibition, %; measured here: ATP CellTiter-Glo viability
* = called active by the depositor; · = no result given.

SMILES	HT29 cell growth-1	HT29 cell growth-1 condensed nuclei	HT29 cell growth-1 ATP viability	AID772	AID772 condensed nuclei	AID772 second	AID364	HT29 cell growth-2	HT29 cell growth-2 condensed nuclei	HT29 cell growth-2 ATP viability	A549 NSCLC growth
CCC(C)Nc1nc(OC)nc(N(C)C#N)n1 (centres undefined)	-1	3.9	12	19	2	18	-10%	30	2.5	9	-5
CC(C(=O)N(C)C)N(C#N)c1nc(N(C)C)nc(N(C)C)n1 (centres undefined)	-22	2.4	0	-40	2	-17	-8%	-17	2.8	1	4
NC(CO)C(=O)NNCc1ccc(O)c(O)c1O (centres undefined)	1	3.6	-27	-40	2	-10	5%	-40	1.0	·	2
Nc1nnnn1/N=C/c1ccccn1	-28	2.9	-10	-25	2	-41	-7%	-28	3.0	-14	3
Cc1ccc(Cn2ncc3c(N4CCOCC4)ncnc32)cc1	43	5.0	-12	-17	1	-62	-2%	-24	2.0	-25	19
O=C(c1ccco1)N1CCN(CCOCCOc2cccc3ccccc23)CC1	-1	4.0	-9	50	6	2	-5%	65	2.7	3	13
C=CCn1cnc2c(c1=O)c1nc3ccccc3nc1n2-c1ccc(Cl)cc1	-33	2.0	-13	45	4	9	-2%	21	2.9	0	36
CN=c1sc2ccccc2n1CC(O)COc1ccccc1 (centres undefined)	21	2.4	21	-34	9	14	-10%	64	4.0	71	25
CCCC1C2C(=O)N(c3ccccc3OC)C(=O)C2ON1c1ccccc1 (centres undefined)	-26	1.1	-16	-51	4	-59	8%	-9	1.4	-16	6
CC1(C2(O)CC(c3ccccc3)ON2)CCCCC1 (centres undefined)	36	5.7	-2	38	3	17	14%	2	3.6	2	3
CCCc1nn(C)c2c1C(c1cccnc1)C(C#N)=C(N)O2 (centres undefined)	-18	2.0	-7	1	3	5	6%	24	3.1	0	0
CCCOc1cccc(C2/C(=C(/O)c3ccccc3)C(=O)C(=O)N2CCN(C)C)c1 (centres undefined)	-34	3.7	-10	-67	7	-75	2%	13	3.7	-25	10
CN(C)c1oc(-c2cccs2)nc1C#N	20	5.2	-4	-6	4	-38	6%	-28	2.3	-18	-1
COc1ccccc1N1CCN(C2CCN(C(=O)c3cc(OC)c(OC)c(OC)c3)CC2)CC1	-28	3.0	-6	33	5	-5	-1%	18	2.5	-1	9
CCOc1ccc(S(=O)(=O)NC(C)(C)C)cc1-c1nc2c(C(C)(C)C)nn(C)c2c(=O)[nH]1	-12	2.0	-9	-37	3	-33	12%	-49	2.9	-9	63*
NC(=O)/C(=N\O)c1ccccc1	8	5.5	-9	41	3	-38	-2%	12	2.0	-6	2
CCCCOc1ccccc1C(=O)NCCCCCC(=O)O	39	4.6	-3	30	2	-5	-1%	-2	1.5	-17	0
COc1ccc(-c2nc3c(Br)c(N)c(Br)cc3o2)cc1	-19	1.0	-2	66	14	51	0%	8	1.4	10	29
CCCCOc1ccccc1/C=c1/sc2nc(-c3oc4ccccc4c3C)nn2c1=O	-9	5.2	5	31	11	38	-8%	24	2.1	5	0
COc1cc(C2C(C(=O)c3sc(C)nc3C)=C(O)C(=O)N2CCN(C)C)cc(OC)c1OC (centres undefined)	-35	4.5	-6	-54	2	-64	-2%	-21	1.3	-17	-15
COC(=O)/C(C#N)=C1/SC=C(C)N1c1ccccc1	-1	5.2	-6	-55	9	-6	-1%	30	2.7	-15	5
O=S(=O)(c1ccc2ccccc2c1)N(CC(O)CN1CCOCC1)c1ccccc1 (centres undefined)	41	6.8	8	37	21	17	-6%	11	4.6	7	3
CC(C)NCC(O)COc1cccc2[nH]ccc12 (centres undefined)	-29	0.8	-22	-24	2	-29	-3%	-44	2.5	·	9
CN1CCN(/C=N/c2sc3c(c2C#N)CCCCC3)CC1	46	4.6	16	74	23	91	12%	85	15	59	24
COc1ccc2[nH]c(C)c(C(=O)CN3CCc4cc(OC)c(OC)cc4C3)c2c1	20	3.1	4	-34	3	-15	6%	-22	2.4	-11	22
COc1ccccc1-c1nn2c(-c3ccc(C(C)(C)C)cc3)nnc2s1	-25	4.9	-2	-54	2	-42	4%	8	2.4	-12	83*
CSc1nc(C)c2c(c1C#N)CCCC2	-4	4.8	-12	-84	3	-59	8%	3	4.5	-14	11
O=S(=O)(/C=C/c1ccccc1)Nc1ccc2c(c1)OCO2	-4	3.9	-13	11	6	-15	9%	40	3.5	8	22
CCOC(=O)C1(c2nc(N)cs2)COC(=O)C1 (centres undefined)	8	3.1	3	-23	2	-6	-6%	-30	3.0	-19	0
CCN1CCc2c(C#N)c(N3CCOCC3)nc(NCc3ccccc3)c2C1	46	2.4	11	56	15	9	9%	21	2.3	14	24
COCc1n[nH]c(=S)n1-c1cccc2ccccc12	-18	4.2	-6	-142	2	-78	3%	-20	1.4	-17	4
COC(=O)CC1=C(C(=O)OC)C(c2cccc(OCC(N)=O)c2)C(C#N)=C(N)O1 (centres undefined)	-15	1.8	-10	-29	5	-28	-6%	20	2.1	-7	3
CCC1(C)Cc2ccccc2-c2nc(NCCO)n(-c3ccccc3)c(=O)c21 (centres undefined)	-16	3.2	0	21	2	13	-2%	60	2.1	4	26
COC(=O)c1cc2c(=O)n3cccc(C)c3nc2n(Cc2cccnc2)c1=N	-12	3.3	-2	49	4	-7	13%	-11	2.0	3	2
Clc1cccc(-c2nn3c(COc4ccccc4)nnc3s2)c1	29	4.1	1	-31	13	-24	-16%	-6	12	1	-2
O=C(Oc1oc(-c2ccco2)nc1C=Nc1ccccc1)c1ccco1	8	1.6	-8	-6	7	0	34%	11	1.5	-21	35

Complete entries from above. Screens in order: HT29 cell growth-1	HT29 cell growth-1 condensed nuclei	HT29 cell growth-1 ATP viability	AID772	AID772 condensed nuclei	AID772 second	AID364	HT29 cell growth-2	HT29 cell growth-2 condensed nuclei	HT29 cell growth-2 ATP viability	A549 NSCLC growth
`COC(=O)c1cc2c(=O)n3cccc(C)c3nc2n(Cc2cccnc2)c1=N` is listed as -12	3.3	-2	49	4	-7	13%	-11	2.0	3	2
`COC(=O)CC1=C(C(=O)OC)C(c2cccc(OCC(N)=O)c2)C(C#N)=C(N)O1` (centres undefined) is listed as -15	1.8	-10	-29	5	-28	-6%	20	2.1	-7	3
`COCc1n[nH]c(=S)n1-c1cccc2ccccc12` is listed as -18	4.2	-6	-142	2	-78	3%	-20	1.4	-17	4
`COc1ccccc1-c1nn2c(-c3ccc(C(C)(C)C)cc3)nnc2s1` is listed as -25	4.9	-2	-54	2	-42	4%	8	2.4	-12	83*
`CCN1CCc2c(C#N)c(N3CCOCC3)nc(NCc3ccccc3)c2C1` is listed as 46	2.4	11	56	15	9	9%	21	2.3	14	24

Reformatted: entries from further up.
Structure: Clc1cccc(-c2nn3c(COc4ccccc4)nnc3s2)c1
  HT29 cell growth-1: 29
  HT29 cell growth-1 condensed nuclei: 4.1
  HT29 cell growth-1 ATP viability: 1
  AID772: -31
  AID772 condensed nuclei: 13
  AID772 second: -24
  AID364: -16%
  HT29 cell growth-2: -6
  HT29 cell growth-2 condensed nuclei: 12
  HT29 cell growth-2 ATP viability: 1
  A549 NSCLC growth: -2
Structure: COc1ccc2[nH]c(C)c(C(=O)CN3CCc4cc(OC)c(OC)cc4C3)c2c1
  HT29 cell growth-1: 20
  HT29 cell growth-1 condensed nuclei: 3.1
  HT29 cell growth-1 ATP viability: 4
  AID772: -34
  AID772 condensed nuclei: 3
  AID772 second: -15
  AID364: 6%
  HT29 cell growth-2: -22
  HT29 cell growth-2 condensed nuclei: 2.4
  HT29 cell growth-2 ATP viability: -11
  A549 NSCLC growth: 22
Structure: O=S(=O)(/C=C/c1ccccc1)Nc1ccc2c(c1)OCO2
  HT29 cell growth-1: -4
  HT29 cell growth-1 condensed nuclei: 3.9
  HT29 cell growth-1 ATP viability: -13
  AID772: 11
  AID772 condensed nuclei: 6
  AID772 second: -15
  AID364: 9%
  HT29 cell growth-2: 40
  HT29 cell growth-2 condensed nuclei: 3.5
  HT29 cell growth-2 ATP viability: 8
  A549 NSCLC growth: 22
Structure: CCC1(C)Cc2ccccc2-c2nc(NCCO)n(-c3ccccc3)c(=O)c21 (centres undefined)
  HT29 cell growth-1: -16
  HT29 cell growth-1 condensed nuclei: 3.2
  HT29 cell growth-1 ATP viability: 0
  AID772: 21
  AID772 condensed nuclei: 2
  AID772 second: 13
  AID364: -2%
  HT29 cell growth-2: 60
  HT29 cell growth-2 condensed nuclei: 2.1
  HT29 cell growth-2 ATP viability: 4
  A549 NSCLC growth: 26

Additional results follow.
SMILES	HT29 cell growth-1	HT29 cell growth-1 condensed nuclei	HT29 cell growth-1 ATP viability	AID772	AID772 condensed nuclei	AID772 second	AID364	HT29 cell growth-2	HT29 cell growth-2 condensed nuclei	HT29 cell growth-2 ATP viability	A549 NSCLC growth
COc1cc(C2C(C(=O)c3ccc(C)o3)=C(O)C(=O)N2c2cc(C)on2)cc(OC)c1OC (centres undefined)	-22	3.2	-13	-15	3	-28	-2%	13	3.3	-3	-8
CCCN(CCC)C(=O)CC(c1ccc(F)cc1)c1ccco1 (centres undefined)	22	5.1	11	83	0	47	8%	54	2.3	35	39
Cc1cc(C)n(-c2nnc(C)n2/N=C/c2ccco2)n1	-18	5.0	-1	-42	5	-22	-3%	-61	3.5	-16	2
CCOC(=O)c1cc(C)n(-c2ccc(OC)c(OC)c2)c1C	38	4.2	-10	80	7	37	9%	26	4.2	28	27
Cc1ccc(C(=O)C2=C(O)C(=O)N(c3ncccn3)C2c2cccc(Cl)c2)o1 (centres undefined)	-17	2.5	-5	5	3	-9	-5%	-4	3.1	5	-5
O=C(CCCN1CCC(O)(c2ccc(Cl)cc2)CC1)c1ccc(F)cc1	0	1.3	-14	1	4	-13	5%	-54	1.7	·	29
O=C1C(=O)N(CCN2CCOCC2)C(c2ccccn2)/C1=C(/O)c1ccc(F)cc1 (centres undefined)	23	4.2	-4	-59	4	-30	-1%	20	2.4	-2	-13
CC(C)c1nc2n[nH]c(N)c2c2c1CCC2	21	3.0	0	15	10	5	-4%	20	2.9	14	-2
O=C1CCC(=O)N1CN(C(=O)c1ccco1)c1ccc(Cl)c(Cl)c1	18	1.1	4	55	9	28	-2%	20	1.6	9	0
CCOC(=O)NC(Nc1sc2c(c1C(N)=O)CCCC2)(C(=O)OCC)C(F)(F)F (centres undefined)	7	3.5	-14	-106	5	-59	2%	-13	1.0	-24	5
CCCc1cc(-n2ccnc2C)n2c(nc3ccccc32)c1C#N	40	5.5	6	-27	3	1	5%	3	4.2	4	0
OC1CN=C2Sc3ccccc3N2C1 (centres undefined)	-39	3.2	-13	3	4	-16	-6%	-43	1.3	-26	1
Clc1ccc2[nH]c3c(NCCCN4CCOCC4)ncnc3c2c1	60	8.6	29	89	45	97	3%	97*	33*	90*	90*
Cc1c(O)c(CN2CCCC2)cc2c1oc(=O)c1ccccc12	43	5.0	23	61	35	83	2%	88	13	60	10
O=C(NO)c1ccccc1O	8	2.7	12	37	1	9	3%	-19	1.4	·	-2
C=CCNc1nc(N2CCCCC2)c(C#N)c2c1CN(Cc1ccccc1)CC2	51	0.7	21	80	3	75	10%	72	2.7	37	37
CCNc1nc(Oc2ccccc2)nc(OC(C)C(=O)OCC)n1 (centres undefined)	20	1.8	1	11	4	1	-3%	22	3.7	-11	-3
Fc1ccc2[nH]c3c(N4CCN(c5ccccc5)CC4)ncnc3c2c1	26	6.7	24	79	18	92	29%	82	29	84	90*
CC(C)OCCCNc1ncnc2c1cnn2-c1ccccc1	22	4.6	2	-12	7	-1	-2%	27	1.2	10	35

A portion of the library; count on the stated rates, not on these rows.
